Bioassay records from PubChem BioAssay.
CHOP UPR activ: activators of apoptotic arm of unfolded protein response (CHOP); CHO-CHOP luciferase reporter, UPR activation, luminescence; percent of tunicamycin response over DMSO baseline; activation, % at 10 µM; 330,000 tested, 0.34% active;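 active means at 10 µM dose, activation of 40% or more, normalized to positive control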;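 further: 100% = tunicamycin at 10 µg/mL and 0% = DMSO alone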
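Dosing – one dose, 10 µM in 0.5% DMSO · System – CHO-CHOP cells, stable luciferase reporter of PERK-eIF2a-CHOP signalling · Input – 500 cells/well · Control set – tunicamycin 10 µg/mL final as positive, DMSO-only wells as negative · Timing – 6 h compound treatment, 37 °C · Measure – % activation vs tunicamycin · Technique – luminescence read with Steady-Glo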
TIM10 inh: inhibits growth of TIM10 yeast strain. 330,000 tested, 1.4% active. inhibition, % at 10 µM. S. cerevisiae TIM10 strain growth, BacTiter-Glo luminescence, 24 h;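 active means inhibition of 40% or more at the single tested concentration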;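 further: wild-type TIM10 isogenic control strain grown at permissive 25 °C; 0% = DMSO yeast wells and 100% = minimal medium wells without yeast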
tim10-1 inh: inhibits growth of tim10-1 mutant yeast; inhibition, % at 20 µM; 330,000 tested, 2.2% active; S. cerevisiae tim10-1 ts strain growth, BacTiter-Glo, 24 h;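 active means inhibition of at least 40%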;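 further: mutant grown at 25 °C; 0% = DMSO wells with yeast and 100% = wells holding no yeast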
Jurkat NFkB inh: inhibitors of the PMA/ionomycin-induced NF-kB reporter in Jurkat cells. PMA/ionomycin-induced NF-kB luciferase reporter, luminescence. inhibition, % at 4 µM. 330,000 tested, 0.53% active; in the data active means inhibition above about 50%
Mdm2 MdmX PPI: inhibitors of human Mdm2/MdmX interaction; SaOS-2 split-luciferase Mdm2/MdmX complementation, luminescence; inhibition, % at 8 µM; 330,000 tested, 3% active; AID 485346;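 active means inhibition of at least 50% at 8 µM in the primary screen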
Target sequence (O15151 whole entry, looked up): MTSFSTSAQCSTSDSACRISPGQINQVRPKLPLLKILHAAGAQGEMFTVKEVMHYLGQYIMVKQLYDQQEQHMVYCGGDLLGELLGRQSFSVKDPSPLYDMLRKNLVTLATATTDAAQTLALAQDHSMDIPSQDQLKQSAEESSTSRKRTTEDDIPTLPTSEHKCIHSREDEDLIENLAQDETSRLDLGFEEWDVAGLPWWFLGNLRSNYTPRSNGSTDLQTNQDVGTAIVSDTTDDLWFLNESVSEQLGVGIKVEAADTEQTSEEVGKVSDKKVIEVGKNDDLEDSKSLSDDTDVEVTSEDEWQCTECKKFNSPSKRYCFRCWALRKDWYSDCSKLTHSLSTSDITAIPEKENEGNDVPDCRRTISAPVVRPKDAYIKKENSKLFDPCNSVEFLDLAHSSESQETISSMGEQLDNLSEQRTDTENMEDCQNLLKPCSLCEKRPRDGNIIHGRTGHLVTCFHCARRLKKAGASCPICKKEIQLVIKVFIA
Target sequence (Q00987 whole entry, looked up): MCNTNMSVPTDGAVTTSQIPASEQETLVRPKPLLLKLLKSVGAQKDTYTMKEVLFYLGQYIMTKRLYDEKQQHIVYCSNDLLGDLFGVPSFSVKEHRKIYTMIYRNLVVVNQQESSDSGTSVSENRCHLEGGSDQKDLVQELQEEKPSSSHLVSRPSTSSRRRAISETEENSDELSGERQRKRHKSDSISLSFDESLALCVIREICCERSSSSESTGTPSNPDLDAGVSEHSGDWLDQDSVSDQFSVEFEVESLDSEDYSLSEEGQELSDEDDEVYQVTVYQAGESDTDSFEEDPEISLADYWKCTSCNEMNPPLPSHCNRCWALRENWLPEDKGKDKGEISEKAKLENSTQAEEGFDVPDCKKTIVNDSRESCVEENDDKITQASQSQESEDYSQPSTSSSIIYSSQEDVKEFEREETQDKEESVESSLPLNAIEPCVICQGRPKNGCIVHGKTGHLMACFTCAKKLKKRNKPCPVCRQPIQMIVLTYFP
697 NFkB inh: lowers PMA/ionomycin-induced NF-kB signal in 697 B cells; 697 B-cell NF-kB luciferase reporter, 16 h; inhibition, % at 4 µM; 330,000 tested, 0.33% active; AID 435022; in the data active means inhibition above about 35%
tim23-1 inh: tim23-1 yeast growth inhibition; 330,000 tested, 1.3% active; S. cerevisiae tim23-1 growth, BacTiter-Glo luminescence, 24 h; AID 463212; inhibition, % at 20 µM;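 active means growth inhibition of the mutant yeast at or above 50%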;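 further: temperature-sensitive mutant grown at 25 °C; plate controls were DMSO-treated mutant yeast for no effect and medium wells lacking yeast for full effect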
UPR XBP1 act: adaptive UPR (XBP1) activation | activation, % at 20 µM | CHO-XBP1 luciferase reporter, IRE1-XBP1 UPR activation, luminescence; percent of tunicamycin response, DMSO as zero | 330,000 tested, 0.33% active;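 active means versus positive control, 20 µM dose yields 30% or more activation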;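 further: 100% = tunicamycin at 10 µg/mL and 0% = DMSO only wells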
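Material: IRE1-XBP1 luciferase reporter CHO line / Quantity: one thousand reporter cells per well / Buffer or medium: F12 with 10% serum / Compound: 20 µM single concentration, DMSO 1% / Times: 6 h treatment, 37 °C / Detection: Steady-Glo luciferase glow luminescence, 10 min after reagent addition / Benchmarks: tunicamycin high, DMSO low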
Numbers without * were called inactive; i = inactive.

#1 CSc1ccccc1C(=O)C1CCCN(S(=O)(=O)c2c(C)noc2C)C1 (centres undefined)
#2 O=c1ncn(-c2cccc(Cl)c2)c2ccccc12
#3 COC(=O)c1ccccc1NC(=O)c1nc(S(=O)(=O)Cc2ccccc2)ncc1Cl
#4 Cn1c(-c2ccccc2)n[nH]c1=S
#5 CCCCNC(=O)CSc1nnc(-c2ccco2)n1C
#6 Cc1ccc(C2CC(=O)Nc3cc4c(cc32)OCCO4)s1 (centres undefined)
compound no.	1	2	3	4	5	6
CHOP UPR activ	-1.8	-0.7	-11	2.2	-0.3	0.7
TIM10 inh	9	6	28	7	6	16
tim10-1 inh	20	0	38	-1	3	2
Jurkat NFkB inh	12	14	12	6	-2	-7
Mdm2 MdmX PPI	-19	0	98*	5	6	31
697 NFkB inh	-4	4	-238	7	14	-22
tim23-1 inh	29	9	38	5	9	28
UPR XBP1 act	1	1	-10	1	0	1

#7 COc1ccc(/C=C2\N=C(SC)N(c3ccccc3OC)C2=O)cc1
#8 COc1ccc(S(=O)(=O)N2CCN(C(=O)c3cc(-c4ccccc4OC)n[nH]3)CC2)cc1
#9 O=C(O)CC/C(=N/NC(=O)c1ccc(-c2ccccc2)cc1)c1ccccc1
#10 Cc1ccc(C)c(-c2csc(N/N=C/c3ccco3)n2)c1
#11 COc1cccc(OC)c1NC(=O)Cn1nc(C)c2ccccc2c1=O
#12 Cc1ccccc1NC(=S)NN1CCN(C)CC1
compound no.	7	8	9	10	11	12
CHOP UPR activ	1.7	0.8	-0.3	-0.5	-0.1	-1.4
TIM10 inh	-2	8	3	18	-5	-8
tim10-1 inh	7	21	-1	30	0	16
Jurkat NFkB inh	18	8	-2	-29	1	-7
Mdm2 MdmX PPI	98*	-13	7	18	10	-3
697 NFkB inh	i	0	5	-18	-5	-1
tim23-1 inh	27	21	6	56*	-3	14
UPR XBP1 act	4	3	-4	-2	0	-3

#13 Cc1ccc(N2CCN(c3ccc(C)cc3)C(CC(=O)O)C2=O)cc1 (centres undefined)
#14 Cc1ccc(N2CC(C(=O)Nc3ccc(S(=O)(=O)N4CCCC4)cc3)CC2=O)cc1C (centres undefined)
#15 COc1cccc(-n2c(SCC(=O)OC(C)C)nnc2-c2cccnc2)c1
#16 COc1ccc(CCNC(=O)CN2CCCc3ccccc32)cc1OC
#17 CNS(=O)(=O)/C=C/c1ccccc1
#18 Fc1ccc(CSc2nc3ccccc3[nH]2)c2ccccc12
compound no.	13	14	15	16	17	18
CHOP UPR activ	-0.6	-0.8	-0.5	-0.1	-1.5	-2.6
TIM10 inh	-1	15	-5	-7	-8	39
tim10-1 inh	13	-12	-2	23	-6	32
Jurkat NFkB inh	14	-4	16	-4	0	-17
Mdm2 MdmX PPI	-20	12	20	32	-1	29
697 NFkB inh	-1	15	14	4	10	3
tim23-1 inh	1	10	10	-7	3	56*
UPR XBP1 act	7	-6	1	-3	-2	2

#19 CCCN(CCC)C(=O)CSc1nc2ccccc2c(=O)n1C1CCCC1
#20 C=CCNC(=S)NNC(=O)C(CCC(C)C)CC(C)(C)O (centres undefined)
#21 CCOC(=O)CSc1nc2ccccc2c(=O)n1CC1CCCC1
#22 O=C(Nc1ccc(N2CCN(Cc3ccccc3)CC2)cc1)c1ccco1
#23 COc1ccc(CCNS(=O)(=O)c2ccccc2[N+](=O)[O-])cc1OC
#24 O=C(O)c1ccccc1OCCOc1ccccc1
compound no.	19	20	21	22	23	24
CHOP UPR activ	-1.7	-3.3	0.3	5.4	1.2	1.3
TIM10 inh	-1	0	11	7	6	5
tim10-1 inh	23	1	13	-5	15	-12
Jurkat NFkB inh	10	1	-1	-17	-6	24
Mdm2 MdmX PPI	35	10	5	-7	1	37
697 NFkB inh	3	15	-5	-12	18	17
tim23-1 inh	39	-2	27	0	1	8
UPR XBP1 act	-4	-4	-2	-1	1	0

#25 COc1cccc(CNC(=O)CCc2nc3cc(S(=O)(=O)N4CCOCC4)ccc3n2C)c1
#26 Cc1cc2ncc(C(=O)N=CN(C)C)cn2n1
#27 CCC(=O)c1ccc(N2CCN(C(=O)Cc3ccccc3)CC2)c(F)c1
#28 Cc1cnc(NC(=O)CSc2nc3ccccc3c(=O)[nH]2)s1
#29 O=C(O)c1cc2nc3c(c(C(F)(F)F)n2n1)CCCC3
#30 O=C(c1cccnc1)N1CCN(C/C=C/c2ccccc2)CC1
compound no.	25	26	27	28	29	30
CHOP UPR activ	2.2	0.6	-0.1	0.9	-1.4	2.8
TIM10 inh	-5	5	13	9	-2	4
tim10-1 inh	-4	1	24	16	-9	-1
Jurkat NFkB inh	0	-6	-2	-6	9	-2
Mdm2 MdmX PPI	9	27	-4	-16	3	10
697 NFkB inh	14	10	-18	-7	7	5
tim23-1 inh	-6	0	31	-11	5	5
UPR XBP1 act	-4	1	-1	-1	-2	3

#31 C[C@@]12C(=O)Nc3cc(F)ccc3C(=O)N1[C@H]1c3ccccc3OC[C@@H]1[C@@H]2c1ccccc1
#32 NC(=O)c1ccc[n+]([C@H]2O[C@@H](COP(=O)([O-])OP(=O)(O)OC[C@H]3O[C@@H](n4cnc5c(N)ncnc54)[C@H](O)[C@@H]3O)[C@H](O)[C@@H]2O)c1
#33 Cc1ccc(C(C)C)c(OCC(=O)Nc2ccccc2N2CCN(C)CC2)c1
#34 O=C(Nc1cccc(Cl)c1)Nc1nc(-c2ccc(Cl)cc2)cs1
#35 COc1ccc(C2CC(c3ccc(OC)c(OC)c3)=NN2S(C)(=O)=O)cc1 (centres undefined)
#36 O=C(O)CSc1nc2ccccc2[nH]1
compound no.	31	32	33	34	35	36
CHOP UPR activ	5.3	0.6	-9.7	0.8	2.4	2.0
TIM10 inh	-23	59*	3	5	2	-13
tim10-1 inh	33	78*	32	-17	-10	10
Jurkat NFkB inh	3	4	-17	9	-93	16
Mdm2 MdmX PPI	31	-23	38	22	-142	13
697 NFkB inh	13	11	-14	6	-171	13
tim23-1 inh	41	71*	37	-11	25	10
UPR XBP1 act	5	-7	-2	6	5	0

#37 Cc1cccnc1NC(N)=S
#38 CC(C)Oc1ccc(CCC(=O)NNC(=O)c2ccccc2C(=O)O)cc1
#39 COC(=O)CC1C(=O)NCCN1C(=O)c1cc(OC)c(OC)cc1OC (centres undefined)
#40 O=c1c(C=NCCN2CCNCC2)c(-c2ccccc2)[nH]n1-c1ccc([N+](=O)[O-])cc1
#41 COc1cc(-c2noc(C)c2C(=O)NCCCn2ccnc2)cc(OC)c1OC
#42 Cc1ccc(-c2nnn(CC(=O)N(Cc3ccco3)C(C(=O)NC(C)(C)C)c3ccc(C)o3)n2)o1 (centres undefined)
compound no.	37	38	39	40	41	42
CHOP UPR activ	0.5	-2.1	-1.7	12	-1.1	0.7
TIM10 inh	5	-3	1	9	-10	2
tim10-1 inh	8	15	14	10	1	26
Jurkat NFkB inh	9	-15	-6	-12	-2	28
Mdm2 MdmX PPI	17	12	5	-6	10	12
697 NFkB inh	-22	-9	1	-66	13	19
tim23-1 inh	-15	6	19	-9	-5	11
UPR XBP1 act	2	1	-5	5	-3	0

Brought forward from above: 4 compounds, then new ones.
#39 COC(=O)CC1C(=O)NCCN1C(=O)c1cc(OC)c(OC)cc1OC (centres undefined)
#40 O=c1c(C=NCCN2CCNCC2)c(-c2ccccc2)[nH]n1-c1ccc([N+](=O)[O-])cc1
#41 COc1cc(-c2noc(C)c2C(=O)NCCCn2ccnc2)cc(OC)c1OC
#42 Cc1ccc(-c2nnn(CC(=O)N(Cc3ccco3)C(C(=O)NC(C)(C)C)c3ccc(C)o3)n2)o1 (centres undefined)
#43 NS(=O)(=O)c1ccc(NC(=S)NC(=O)c2ccc3c(c2)OCO3)cc1
#44 Cc1nnc(NC(=O)c2ccncc2)s1
#45 CC(=O)C1=C(O)C(=O)N(c2nccs2)C1c1ccc(Br)cc1 (centres undefined)
#46 CC12CCC(=O)N1C(C(=O)Nc1ccc(Cl)c(S(=O)(=O)N3CCCCC3)c1)CS2 (centres undefined)
#47 COc1ccc(C(=O)NCC(=O)NCC(=O)OCC(=O)C(C)(C)C)cc1
#48 CCOC(=O)c1ccsc1NC(=O)c1ccco1
compound no.	39	40	41	42	43	44	45	46	47	48
CHOP UPR activ	-1.7	12	-1.1	0.7	6.5	-5.9	-0.1	1.1	2.7	0.0
TIM10 inh	1	9	-10	2	4	-17	-12	4	-4	7
tim10-1 inh	14	10	1	26	5	-15	4	5	-18	26
Jurkat NFkB inh	-6	-12	-2	28	-4	-1	-28	2	6	1
Mdm2 MdmX PPI	5	-6	10	12	5	18	15	36	5	5
697 NFkB inh	1	-66	13	19	-16	11	-38	-13	-2	4
tim23-1 inh	19	-9	-5	11	5	4	3	8	-2	17
UPR XBP1 act	-5	5	-3	0	-1	0	4	-2	-2	0

#49 COCCCNC(=O)CSc1nc2cc3c(cc2c(=O)n1CCCC(=O)NCc1ccc(OC)cc1)OCO3
#50 Cc1ccc(S(=O)(=O)CCC(=O)OC(C)C(=O)N2CCc3ccccc32)cc1 (centres undefined)
#51 COc1ccc(C(=O)N/N=C/c2ccc(OC)c(CSc3ccccn3)c2)cc1
#52 O=C1C2(CCCC13COC(c1ccc(O)cc1)OC3)COC(c1ccc(O)cc1)OC2 (centres undefined)
#53 Cc1cccc2sc(NC(=O)C3CC3)nc12
#54 O=C(CCN1C(=O)c2ccccc2C1=O)Nc1cccc(F)c1
compound no.	49	50	51	52	53	54
CHOP UPR activ	-0.5	0.7	-0.8	-0.9	1.6	1.0
TIM10 inh	-4	0	22	-19	12	-2
tim10-1 inh	18	2	6	4	6	9
Jurkat NFkB inh	-12	9	-9	15	-27	-2
Mdm2 MdmX PPI	4	22	-4	13	-5	-9
697 NFkB inh	5	10	10	17	-19	7
tim23-1 inh	20	14	27	-13	26	-4
UPR XBP1 act	0	0	-2	1	2	0

#55 O=C1C=C(c2cccc(Cl)c2O)C[C@@H](c2ccc3c(c2)OCO3)C1
#56 COc1cc(O)c(C(CCN2CCN(c3ccccc3)CC2)c2cc(OC)c(OC)c(OC)c2)c(OC)c1 (centres undefined)
#57 COc1ccc(CNC(=O)C(=O)NCC2OCCN2S(=O)(=O)c2ccc(F)cc2)cc1 (centres undefined)
#58 CCOc1ccccc1C(=O)NCC(=O)NNC(=O)c1cccc(S(=O)(=O)Nc2ccc(OC)cc2)c1
#59 O=c1cc(N2CCOCC2)[nH]c(=O)n1C1CCCCC1
#60 Cc1ccc(C)c(NS(=O)(=O)c2cc(C(=O)NCCSC3CCCCC3)ccc2C)c1
compound no.	55	56	57	58	59	60
CHOP UPR activ	1.1	0.7	1.0	0.6	-3.0	-1.6
TIM10 inh	29	-1	-11	3	-10	23
tim10-1 inh	34	-15	-18	1	-6	36
Jurkat NFkB inh	4	5	-18	11	25	0
Mdm2 MdmX PPI	19	-12	6	1	7	4
697 NFkB inh	9	-1	-11	15	22	-4
tim23-1 inh	67*	7	-3	11	-8	28
UPR XBP1 act	0	0	-2	-1	1	-3

#61 COc1ccccc1NC1=C(Cl)C(=O)OC1OC(=O)c1ccco1 (centres undefined)
#62 CCCN(CC(=O)Nc1ccccc1OC)C(=O)c1cc(S(=O)(=O)NCc2ccccc2)ccc1C
#63 CC1(C)CNC(=O)C=C(c2ccccc2)C1
#64 COc1ccc(NC(=O)CSc2ccccc2)c(OC)c1
#65 Cc1coc2cc3oc(=O)c(CCC(=O)NCc4ccccn4)c(C)c3cc12
compound no.	61	62	63	64	65
CHOP UPR activ	0.4	2.1	-0.7	8.9	1.1
TIM10 inh	4	-5	-16	-6	8
tim10-1 inh	3	5	-3	-12	18
Jurkat NFkB inh	-13	-7	4	-41	0
Mdm2 MdmX PPI	14	-1	3	-32	-2
697 NFkB inh	-3	-5	-8	-19	0
tim23-1 inh	8	-14	-4	-8	23
UPR XBP1 act	-4	0	-2	4	-2
